CAL PDZ FP-1: human CAL PDZ-peptide interaction inhibition; Q9HD26; actives 0.02% (n = 330,000); purified CAL PDZ, TMR-peptide fluorescence polarization, 1 h; AID 504414; inhibition, % at 20 µM;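 active = highest replicate inhibition of at least 40%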;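 note: plate controls were DMSO neutral control wells for no effect and unlabeled competitor peptide control wells for full effect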
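System: purified tagged CAL PDZ domain construct (CerCALP). Schedule: 1 h incubation at room temperature before polarization reading. Medium: 25 mM sodium phosphate pH 7.4, 150 mM NaCl, TCEP, IgG, Thesit. Read-out: percent inhibition from loss of millipolarization. Measured by: FP readout, S and P plane fluorescence. Probe or stimulus: fluorescent TMR peptide probe.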
PfHsp90 yeast 2: growth inhibition of yeast expressing Plasmodium Hsp90; S. cerevisiae expressing PfHsp90, BacTiter-Glo ATP, 48 h; yeast lacking PDR1 and PDR3 efflux regulators; inhibition, % at 9.4 µM; actives 0.32% (n = 310,000);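 active = every replicate shows inhibition above about 80%, whatever the replicate mean, limit read from the data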;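 note: 0% = DMSO neutral controls and 100% = 20 µM radicicol positive controls; yeast relying on Plasmodium falciparum Hsp90 in place of its own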
NSD2 inh: inhibitors of human histone methyltransferase NSD2; O96028; NSD2 peptide methylation, AlphaScreen, 120 min; actives 0.54% (n = 310,000); inhibition, % at 12.5 µM; in the data active = inhibition above about 50%
Target sequence (O96028 whole entry, looked up): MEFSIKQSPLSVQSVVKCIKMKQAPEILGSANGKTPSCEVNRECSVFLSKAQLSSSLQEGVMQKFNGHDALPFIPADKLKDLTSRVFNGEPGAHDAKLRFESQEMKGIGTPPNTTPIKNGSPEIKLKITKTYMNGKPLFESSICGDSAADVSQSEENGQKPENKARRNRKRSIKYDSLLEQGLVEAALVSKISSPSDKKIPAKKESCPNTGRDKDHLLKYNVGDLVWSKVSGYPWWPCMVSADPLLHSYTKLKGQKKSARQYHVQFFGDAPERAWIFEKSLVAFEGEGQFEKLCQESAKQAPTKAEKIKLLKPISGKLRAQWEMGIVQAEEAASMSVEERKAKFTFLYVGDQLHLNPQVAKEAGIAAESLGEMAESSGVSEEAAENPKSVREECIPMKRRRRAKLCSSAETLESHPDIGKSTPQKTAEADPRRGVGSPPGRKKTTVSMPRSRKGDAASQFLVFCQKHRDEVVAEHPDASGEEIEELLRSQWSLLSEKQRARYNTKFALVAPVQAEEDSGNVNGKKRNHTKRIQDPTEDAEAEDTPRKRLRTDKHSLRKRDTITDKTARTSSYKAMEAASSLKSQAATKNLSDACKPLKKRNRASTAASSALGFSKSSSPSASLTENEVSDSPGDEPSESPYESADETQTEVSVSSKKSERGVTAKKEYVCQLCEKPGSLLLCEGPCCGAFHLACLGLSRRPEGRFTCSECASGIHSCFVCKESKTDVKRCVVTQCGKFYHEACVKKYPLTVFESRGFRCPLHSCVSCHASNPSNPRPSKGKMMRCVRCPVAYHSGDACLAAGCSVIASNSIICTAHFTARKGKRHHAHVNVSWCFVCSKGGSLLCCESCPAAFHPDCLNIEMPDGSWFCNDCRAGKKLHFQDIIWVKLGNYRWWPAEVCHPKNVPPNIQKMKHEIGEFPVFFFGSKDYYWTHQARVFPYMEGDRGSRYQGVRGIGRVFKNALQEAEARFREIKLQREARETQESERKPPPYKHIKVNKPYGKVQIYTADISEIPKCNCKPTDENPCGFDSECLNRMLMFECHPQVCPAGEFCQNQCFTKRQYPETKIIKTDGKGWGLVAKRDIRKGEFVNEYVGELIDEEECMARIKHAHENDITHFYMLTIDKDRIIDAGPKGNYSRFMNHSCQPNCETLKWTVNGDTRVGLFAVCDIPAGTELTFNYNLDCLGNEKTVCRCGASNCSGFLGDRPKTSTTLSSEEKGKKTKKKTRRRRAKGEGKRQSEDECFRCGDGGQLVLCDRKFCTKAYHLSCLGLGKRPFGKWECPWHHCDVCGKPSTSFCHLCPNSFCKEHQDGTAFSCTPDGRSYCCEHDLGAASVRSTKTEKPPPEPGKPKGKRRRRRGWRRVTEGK
Rtt109 Vps75: inhibitors of Candida albicans Rtt109/Vps75 histone acetyltransferase. actives 0.16% (n = 330,000). inhibition, % at 34.9 µM. purified Rtt109/Vps75, ThioGlo CoA-SH fluorescence, 4 h. AID 540336. Q5AAJ8;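 active = inhibition of at least 50% in every replicate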
SR-BI DiI inh: inhibitors of mouse SR-BI mediated HDL lipid uptake | ldlA[mSR-BI] CHO cells, DiI-HDL uptake fluorescence, 3 h | inhibition, % at 12.5 µM | actives 0.96% (n = 320,000) | AID 488896;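 active = mean replicate inhibition of at least 70% and a set share of replicates each scoring 70 or more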;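 note: 0% = median of neutral control wells and 100% = median of positive control wells; values of inactives mirror those of a sister screen read the other way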
PvdQ inh: blocks Pseudomonas aeruginosa PvdQ acylase activity. actives 0.063% (n = 340,000). inhibition, % at 10 µM. purified PvdQ acylase, fluorescence plate reader; in the data active = inhibition above about 30%, passing the limit was not always enough;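 note: 0% = vehicle neutral wells and 100% = reference inhibitor wells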
SR-BI DiI-HDL act: enhances SR-BI lipid uptake from DiI-HDL | CHO ldlA[mSR-BI] cells, DiI-HDL uptake fluorescence, 3 h; 100 = double the neutral-control signal | activation, % at 12.5 µM | actives 0.096% (n = 320,000) | AID 504775;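 active = mean replicate activation of at least 60% and every replicate at or above 60%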;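 note: 0% = median plate neutral-control signal and 100% = twice that signal; values of inactives mirror those of a sister screen read the other way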
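Material: SR-BI-overexpressing, LDLR-lacking CHO cells | Dosing: Single compound concentration, delivered by pin transfer | Probe or stimulus: Labelled HDL, 10 µg/mL | Signal: Bottom-read cell fluorescence after medium removal, ex 550/em 595 nm | Schedule: 3 h, 37 °C | Evaluation: HDL uptake via cellular fluorescence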
dFosB act: enhances mouse delta FosB homodimer DNA binding; purified delta FosB, TAMRA-CDK5 oligo fluorescence polarization; percent of positive-control signal above neutral wells; activation, % at 25 µM; actives 0.99% (n = 340,000); AID 493131;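 active = mean activation above about 17%, with every replicate also reaching it, limit read from the data, passing the limit was not always enough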;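 note: fluorescence polarization rise as delta FosB binds a TAMRA Cdk5 AP-1 oligo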
MITF TRPM1 HTS: activators of MITF-driven TRPM1 promoter activity in SK-MEL-5 cells; activation, % at 12.5 µM; actives 0.75% (n = 300,000); SK-MEL-5 TRPM1-promoter luciferase, 24 h; % of positive control, neutral wells = 0;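 active = mean activation of at least 80% with every replicate also reaching 80%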;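 note: 0% = neutral control wells and 100% = parthenolide positive control wells; values of inactives mirror those of a sister screen read the other way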
CAL PDZ FP-2: CAL PDZ (human) peptide binding inhibition | actives 0.92% (n = 300,000) | AID 602252 | purified CAL PDZ, TMR-peptide fluorescence polarization, 1 h | inhibition, % at 24.9 µM;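 active = mean inhibition of at least 30% with at least half of replicates also reaching 30%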;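 note: 0% = DMSO neutral control and 100% = excess unlabeled competitor peptide PRC23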
Starred values were filed as active, the others as inactive; nt = no result given.

SMILES	CAL PDZ FP-1	PfHsp90 yeast 2	NSD2 inh	Rtt109 Vps75	SR-BI DiI inh	PvdQ inh	SR-BI DiI-HDL act	dFosB act	MITF TRPM1 HTS	CAL PDZ FP-2
Cc1cc(F)c(F)c(C(=O)NC2CC2)c1Cl	-4.9	-7	0	3	1	-8	-1	-8	8	0
CCS(=O)(=O)Nc1ccc(-c2nc3cccnc3s2)cc1	-2.7	16	nt	-39	3	10	-3	-37	nt	nt
CCC(CO)Oc1cc(NCc2ccc(F)cc2)c2ncn(C(C)C)c2c1 (stereo unspecified)	1.0	nt	nt	-5	23	-12	-23	-9	15	0
CC(=O)Nc1ccc(S(=O)(=O)N(C)CC(=O)NNC(=O)c2cccs2)cc1	-1.3	nt	-11	7	-18	-5	18	-8	0	-1
COc1ccc(C(=O)NCc2nnc(SCC(=O)NC3CCCC3)o2)cc1	-1.6	-29	2	-4	7	-18	-7	-1	2	2
COC(=O)c1oc2ccccc2c1NC(=O)/C=C/C(=O)O	-2.3	15	-4	nt	-24	-5	24	4	-4	2
CCOc1ccc(OCCC(=O)Nc2ccc(F)cc2C)cc1	-0.3	-19	3	nt	5	-7	-5	-8	1	2
O=C1c2cccnc2C(Nc2ccc(F)c(Cl)c2)N1Cc1cccs1 (stereo unspecified)	-3.8	nt	-16	14	-10	7	10	-13	-10	-3
O=c1[nH]nnc2cc(Cl)ccc12	0.1	22	0	2	-4	-8	4	-10	-5	-2
N=c1n(CCN2CCCCC2)c2ccccc2n1CC(O)c1ccc(Cl)c(Cl)c1 (stereo unspecified)	-4.0	4	7	58*	-3	-11	3	-8	-75	0
CCCCCN(C(=O)CCC(=O)OCC(=O)c1ccc(C(C)CC)cc1)c1c(N)n(CCCC)c(=O)[nH]c1=O (stereo unspecified)	-2.6	0	-3	3	42	7	-42	-11	-10	-5
COc1ccc(OC)c(Nc2cc(C(=O)NCCCN3CCOCC3)c3ccccc3n2)c1	-1.1	19	16	5	64	-17	-64	-1	6	1
CCc1sc(N(C(=O)Cc2ccccc2)c2ccccc2F)nc1-c1ccc(C)cc1	-2.4	6	-2	-3	16	-4	-16	0	4	1
Cc1cccc(NC(=S)NC(=O)/C=C/c2ccco2)n1	-1.9	nt	4	-7	-15	-13	15	-16	16	-3
N#CC(C(=O)c1ccc(S(=O)(=O)N2CCCCCC2)cc1)c1nc2ccccc2[nH]1 (stereo unspecified)	1.3	-32	0	0	15	0	-15	-1	8	0
COc1ccc(N2CS(=O)(=O)/C(=C/N(C)C)C2=O)cc1	-0.6	25	-1	11	-33	-2	33	-7	38	nt
CCCCn1cnc2c(SCCc3ccccc3)nc(N)nc21	-1.4	-6	1	-1	0	-9	0	-6	13	-4
CC(C)(C)OC(=O)NNc1c2ccccc2nc2ccccc12	nt	-3	9	4	23	-2	-23	-5	2	6
COc1ccc(CNC(=O)c2cc(-n3cnnc3)ccc2Cl)cc1	0.4	nt	-2	-9	-35	-5	35	-4	9	-5
COc1cccc(CN2CC(C(=O)N(C)CC3CCOCC3)CCC2=O)c1 (stereo unspecified)	0.4	-6	-3	-1	-13	5	13	-1	11	7
CC(=O)N(C)c1ccc(NC(=O)Nc2ccc(C)cc2)cc1	-1.1	2	5	-5	-4	-11	4	2	13	4
Cc1ccc(OCC(O)CN2CCN(CCO)CC2)c(C)c1 (stereo unspecified)	0.0	32	-1	-4	-16	-10	16	-4	-4	4
Cc1cc(NCCc2ccccc2F)n2ncnc2n1	-0.6	11	-2	-4	-13	8	13	1	-11	6
O=C(COC(=O)COc1ccc(Cl)cc1)NCc1cccs1	-0.5	-8	-2	8	-48	-9	48	3	-1	-1
O=C(NCCc1ccccc1F)C1CC(O)CN1C(=O)Nc1ccccc1 (stereo unspecified)	nt	-7	0	4	-14	-11	14	-1	0	-2
O=C(CN1C(=O)c2ccccc2S1(=O)=O)c1ccccc1Cl	-2.8	nt	2	-9	10	3	-10	-6	-76	-8
CCOC(=O)CN1CCC(c2ccccc2)CC1	-1.3	10	nt	-2	0	-4	0	-10	-10	-3
O=C(c1ccc2ccccc2n1)N1CCN(c2ccccn2)CC1	-2.3	-80	-12	-11	-12	-5	12	-9	-2	-5
O=C(CN1CCN(c2ccccc2)CC1)Nc1c(C(=O)C2CC2)oc2ccccc12	-1.5	-16	nt	3	-17	-14	17	-10	-1	7
COCc1cc(Sc2ccc(Cl)cc2)nc(C)n1	0.1	22	-2	3	7	-14	-7	4	-3	4
COc1ccc(C(=O)NNC(=O)C(NC(=O)c2cc(OC)cc(OC)c2)C(C)C)cc1 (stereo unspecified)	1.2	3	1	-8	0	-13	0	-14	0	nt
C=CCn1c(SC)nnc1C1COc2ccccc2O1 (stereo unspecified)	2.4	8	0	10	-20	-20	20	-4	2	-1
CCN(C1CCCCC1)S(=O)(=O)c1ccc(OC)c(C)c1	-1.3	13	-4	0	14	-5	-14	0	1	-2
CCOc1ccccc1NC(=O)C1(S(=O)(=O)c2ccc(Cl)cc2)CC1	-2.0	-1	-7	2	47	-5	-47	-4	-5	-2
Cc1cccc(C)c1OCc1nnc(SCC(=O)Nc2ccc(N3CCOCC3)cc2)o1	-0.1	-11	9	1	nt	-11	nt	-6	6	nt
O=C1c2oc3ccccc3c(=O)c2C(c2cccnc2)N1Cc1ccco1 (stereo unspecified)	-1.0	-19	-1	8	7	-6	-7	5	2	-3
CN(C(=O)CO/N=C/c1ccc(OC(F)F)cc1)C1CCS(=O)(=O)C1 (stereo unspecified)	-1.9	-3	0	14	-26	-4	26	-1	9	-5
COc1ccc(C(C#N)c2ccc(Cl)nn2)cc1 (stereo unspecified)	0.1	15	-3	8	-10	46*	10	-6	7	5
C=CCNC(=O)NC(=O)COC(=O)/C(C#N)=C/c1cc(C)n(CC(C)C)c1C	-1.7	4	1	-5	-24	-1	24	-16	2	nt
COc1cc(C(=O)N2CCN(c3ccc([N+](=O)[O-])cc3)CC2)ccc1OCc1c(C)noc1C	0.8	-11	-4	0	65	-1	-65	4	-11	-1
CC(=O)Oc1ccc(N(C(C)=O)S(=O)(=O)c2ccc(C)c([N+](=O)[O-])c2)cc1	-0.2	11	-1	-15	-28	-3	28	3	8	-3
CCC(C)(C)NC(=O)CN(C(=O)CCC(=O)Nc1nccs1)c1cccc(C)c1C	-2.2	-6	0	-23	-20	-12	20	-14	-9	nt
N#C/C(=C\c1ccncc1)c1nc2ccccc2[nH]1	0.0	-11	3	-10	9	-10	-9	-6	-4	-6
Cc1cccc(C(=O)NC(NC(=S)Nc2ccc(S(N)(=O)=O)cc2)C(Cl)(Cl)Cl)c1 (stereo unspecified)	-1.1	-25	3	21	25	-17	-25	-10	-4	-6
COCCCN=Cc1c(C)[nH]n(-c2ccc(Br)cc2Br)c1=O	-0.7	11	-4	5	-2	-4	2	-1	1	4
Cc1cc(C)n(-c2ccc(C(=O)Nc3nc4ccccc4s3)cc2)n1	-1.3	-2	-2	-16	70*	-9	-70	-3	56	-1
COc1ccc(OCC(=O)NCc2n[nH]c(=O)c3ccccc23)cc1	0.7	-36	-1	-2	-20	-14	20	-2	-6	5
O=C(CSc1ncn[nH]1)Nc1ccc(S(=O)(=O)Nc2ncccn2)cc1	-1.4	-12	0	6	-19	-15	19	0	-5	nt

3 entries drawn at random from those above:
SMILES	CAL PDZ FP-1	PfHsp90 yeast 2	NSD2 inh	Rtt109 Vps75	SR-BI DiI inh	PvdQ inh	SR-BI DiI-HDL act	dFosB act	MITF TRPM1 HTS	CAL PDZ FP-2
COCCCN=Cc1c(C)[nH]n(-c2ccc(Br)cc2Br)c1=O	-0.7	11	-4	5	-2	-4	2	-1	1	4
COc1cc(C(=O)N2CCN(c3ccc([N+](=O)[O-])cc3)CC2)ccc1OCc1c(C)noc1C	0.8	-11	-4	0	65	-1	-65	4	-11	-1
Cc1cccc(C(=O)NC(NC(=S)Nc2ccc(S(N)(=O)=O)cc2)C(Cl)(Cl)Cl)c1 (stereo unspecified)	-1.1	-25	3	21	25	-17	-25	-10	-4	-6

Continued.
SMILES	CAL PDZ FP-1	PfHsp90 yeast 2	NSD2 inh	Rtt109 Vps75	SR-BI DiI inh	PvdQ inh	SR-BI DiI-HDL act	dFosB act	MITF TRPM1 HTS	CAL PDZ FP-2
CCOC(=O)N1CCOCCOCCN(C(=O)OCC)CCOCC1	-0.7	0	-1	8	14	-16	-14	5	0	nt
CCN(CC)CCn1c2c(c(SCC(=O)Nc3nc4ccc(C)cc4s3)nc1=O)CCC2	-2.7	-5	-1	-14	14	-19	-14	-10	1	nt
O=C(C(=O)N1CCN(Cc2ccccc2)CC1)c1c[nH]c2ccccc12	-0.8	-2	nt	-14	-19	-31	19	-9	-7	nt
O=C(CCS(=O)(=O)c1cccc2nsnc12)N1CCN(c2ccccc2F)CC1	-1.8	-1	-1	-19	16	-22	-16	-4	nt	-8
CC(NCc1cccs1)C(=O)Nc1cc(Cl)cc(Cl)c1 (stereo unspecified)	-3.1	2	-5	-1	nt	-9	nt	-9	-9	-2
O=C(NCCN1CCOCC1)c1ccc2c(c1)N(Cc1ccccc1)C(=O)c1ccccc1S2	-2.1	-5	0	-6	-16	3	16	-7	1	-4
O=C1/C(=C/c2ccncc2)SC(=S)N1Cc1ccccc1	0.6	14	2	5	10	-4	-10	-2	-37	-5
CCN(CC)Cc1c(O)ccc2c1O/C(=C\C=C\c1ccccc1)C2=O	23	-82	nt	-24	nt	-14	nt	-8	-80	-3
Cc1ccc(S(=O)(=O)N(CC(=O)N2CCc3ccccc3C2)c2ccc(Cl)c(Cl)c2)cc1	-1.3	-6	-3	5	-18	-4	18	-9	-16	-3
O=c1nc2n(c3c4c(sc13)CCC4)CCC2	-2.9	nt	7	-1	-14	-7	14	2	nt	-3
O=C(CN1CCCc2ccccc21)N/N=C/c1c(O)ccc2ccccc12	-1.1	11	21	1	-195	5	195*	-5	-18	-5
COC(=O)c1cc(OC)c(OC)cc1NC(=S)N1CCN(c2ccccc2)CC1	-2.2	-6	nt	19	24	2	-24	-12	-1	-1
N#Cc1c2n(c(=S)n(-c3ccccc3)c1=O)CCCCC2	-2.7	9	-3	nt	-4	-15	4	-4	-5	2
CC1(C)C(=O)C2(CCCCC2)C(=O)OC1C(=O)c1ccccc1 (stereo unspecified)	-2.8	-1	-3	6	-5	15	5	-9	9	-5
Cc1c(C)n(CC(O)CN2CCCCC2)c2ccccc12 (stereo unspecified)	0.1	-17	21	7	-20	-1	nt	3	3	-2
S=C(NCc1ccncc1)Nc1ccc(Br)cc1	-3.3	11	-3	2	-9	-12	9	5	0	-2
O=C(CSc1n[nH]c(-c2ccccc2Br)n1)NCCN1C(=O)CSC1=O	-0.3	-6	-1	-7	-2	-9	2	0	2	-2
COc1ccccc1/C=N/NC(=O)CC(=O)NCc1ccccc1	-0.3	-6	3	-5	-1	-10	1	2	-1	-3
